Source: PubChem (several laboratories)
AI-2 QS modul: modulates the Vibrio harveyi AI-2 quorum sensing system; Vibrio harveyi JMH597 AI-2 luminescence/OD600 ratio, 9 h; stronger effect = lower value; strain lacks LuxN and CqsS sensors; 0 = neutral-control median; activity change, % at 7.5 µM; 300,000 compounds, 0.4% hits; AID 2094; in the data active = activity change below about -75%, passing the limit was not always enough;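 note: luminescence divided by OD600 gain over 9 h not by final OD600 alone; inactives centre near 13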
SKKanGAS inh: inhibitors of SKKanGAS S. pyogenes growth in kanamycin (SK-promoter or general growth effect). BacTiter-Glo, 6 h. inhibition, % at 7.5 µM. 300,000 compounds, 1.3% hits;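 active = mean replicate score, as percent of positive control median, at least 50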;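 note: strain carries kanamycin resistance gene driven by streptokinase promoter and grows in 40 µg/ml kanamycin; loss of luminescence reflects streptokinase promoter inhibition or plain growth inhibition; 0% = median of DMSO wells and 100% = positive control at its reference dose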
KLF5 inhibitor: suppresses KLF5 promoter-driven expression | DLD-1 KLF5 promoter-luciferase reporter, luminescence | inhibition, % at 5 µM | 290,000 compounds, 0.23% hits | AID 1700;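 active = inhibition above a per-plate limit of that plate's mean compound inhibition plus 3 SD, cut at about 60% in these data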;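 note: 0% = DMSO wells and 100% = LY294002 at 200 µM; higher means less KLF5 promoter-driven luciferase light; inactives centre near -14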
aSyn UTR inh: MLPCN primary screen, SNCA 5' untranslated region; alpha-synuclein 5'UTR reporter, inhibitor activity; inhibition, % (tested at 7.5 µM); 300,000 compounds, 0.82% hits; in the data active = inhibition above about 60%;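 note: H4 neuroglioblastoma cells stably carrying SNCA 5'UTR luciferase fusion; 0% = DMSO wells and 100% = positive control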
Platelet DG rel: modulates dense granule release in human platelets; human platelet-rich plasma, SFLLRN dense granule ATP release, luminescence; inhibition, %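 (compounds screened at 7.5 µM in platelet-rich plasma)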; 300,000 compounds, 0.22% hits;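 active = mean replicate score, as percent of positive control, at or above 50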
HIF act: HIF pathway transcriptional activation | U2OS HRE-luciferase reporter, luminescence; normalized: DMSO 0%, desferrioxamine 100% | activation, % at 7.5 µM (by protocol) | 300,000 compounds, 0.32% hits | AID 1910;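 active = mean activation of at least 10% of the iron chelator positive control signal, with at least half of replicates also reaching 10%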
HSP90 inh: HSP90 refolding inhibition in rabbit reticulocyte lysate. luciferase refolding luminescence, 3 h. inhibition, % at 5.6 µM. 290,000 compounds, 0.91% hits. AID 1789;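 active = inhibition above the screen-wide mean plus 3 SD, computed separately per campaign, cut at about 16% in these data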;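 note: 0% = DMSO wells and 100% = 60 µM geldanamycin wells; inhibitors lower the luminescence because luciferase stays unfolded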
HSF-1 act: increases HSF-1 driven luciferase reporter signal | 300,000 compounds, 1.7% hits | NIH3T3-HGL HSF-1 luciferase reporter, MG132, 8 h; 100% = twice DMSO control signal | activation, % at 9 µM;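 active = mean replicate activation of at least 50% with a set share of replicates each reaching 50%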;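 note: 0% = median of the neutral control wells and 100% = twice that signal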
HSF1 inh: HSF1 inhibition. NIH3T3-HGL HSE-luciferase, MG132-induced, luminescence 8 h; stronger effect = lower value. activity change, negative = inhibition, % at 7.5 µM (by protocol). 300,000 compounds, 0.77% hits. AID 2098;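 active = more than half of replicate wells show activity change below -50%, luminescence cut by over half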;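 note: luciferase reports HSF-1 transcriptional activity via heat shock element; 0% = median of DMSO wells and -100% = zero luminescence signal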
IEC-6 tox: counter-screen for KLF5 inhibitors: cytotoxicity in IEC-6 cells. IEC-6 cytotoxicity, luminescence viability. inhibition, % at 5 µM. 290,000 compounds, 0.78% hits; in the data active = inhibition above about 22%;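 note: 0% = plate median of test compound wells and 100% = cytotoxic reference compound wells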
Numbers without * were called inactive; . = no result given.

Every second line gives: AI-2 QS modul | SKKanGAS inh | KLF5 inhibitor | aSyn UTR inh | Platelet DG rel | HIF act | HSP90 inh | HSF-1 act | HSF1 inh | IEC-6 tox
1. COc1ccc(F)cc1S(=O)(=O)NCC(c1ccc2c(c1)OCO2)N1CCN(C)CC1 (stereo unspecified)
  12 | -6 | . | -6 | 8 | 0.7 | . | 7 | -4 | .
2. COc1ccc([N+](=O)[O-])cc1NC(=O)c1cncc(Br)c1
  15 | 1 | 1 | 4 | 2 | -0.2 | -1 | -6 | -9 | 0
3. Cc1cc(NC(=O)C2CCCN(S(=O)(=O)c3cnc[nH]3)C2)ccc1Br (stereo unspecified)
  24 | 4 | -13 | -12 | -2 | . | -1 | 2 | -2 | -5
4. CCCC(=O)N=C1SC2CS(=O)(=O)CC2N1c1ccc(-c2nc3ccc(C)cc3s2)cc1 (stereo unspecified)
  20 | 11 | -108 | -132 | 0 | 4.7 | 3 | 9 | 7 | -2
5. c1ccc(-n2ncc3c(NC4CCCCCC4)ncnc32)cc1
  -4 | 7 | . | -97 | 0 | 3.7 | . | 28 | 29 | .
6. COc1cc(/C=N/Nc2ccc(Cl)c(C(=O)O)c2)ccc1OC(=O)c1ccco1
  11 | -2 | 7 | 9 | 1 | -0.1 | 32* | -3 | -4 | 1
7. CCN(CCNC(=O)C1CCCN(S(=O)(=O)CC)C1)c1ccccc1 (stereo unspecified)
  6 | 1 | -5 | 11 | 4 | -0.1 | -3 | 3 | 3 | -7
8. S=c1[nH]nc(-c2ccco2)n1-c1ccc(Cl)cc1
  28 | -4 | -27 | 20 | 15 | 0.0 | -1 | 8 | -1 | -9
9. CC(NC(=O)CCCC1CCCCC1)c1ccc(S(N)(=O)=O)cc1 (stereo unspecified)
  9 | 1 | 11 | 11 | 11 | 0.0 | -1 | -18 | -4 | 5
10. Cn1c(=O)n(-c2ccc(Cl)cc2)c(=O)c2c3c(sc21)COC(C)(C)C3
  5 | -1 | 0 | -1 | -1 | -0.2 | 41* | 8 | -3 | -3
11. Cc1ccc(SCC(=O)Nc2ccc(-c3nc4ccccc4[nH]3)cc2)cc1
  19 | 0 | -67 | 12 | -14 | -2.1 | 1 | 22 | 12 | 4
12. CCN(CC)S(=O)(=O)c1ccc(NC(=O)c2ccc(N(C)S(C)(=O)=O)cc2)cc1
  14 | -4 | -10 | -14 | 7 | 0.1 | 3 | -5 | -3 | 0
13. Nc1nc(-c2ccc3c(c2)OCCO3)c(CC(=O)O)s1
  17 | -2 | -21 | -5 | -3 | -1.2 | 0 | -14 | -4 | -3
14. CSc1ccc(CNCc2ccco2)cc1
  6 | 5 | -36 | 9 | 5 | 0.3 | 2 | -1 | -1 | -2
15. COC(=O)CS(=O)(=O)c1ccc2c(c1)CC(=O)N2
  10 | 0 | -10 | 6 | 64* | -0.3 | -1 | 7 | -1 | -3
16. O=C(c1ccc(F)cc1)N1CCN2C(=O)c3ccccc3C12c1ccccc1 (stereo unspecified)
  19 | 4 | -4 | -21 | -7 | -0.2 | 3 | 13 | 4 | 3
17. O=C(c1ccc(NS(=O)(=O)c2ccc(F)cc2)cc1)N1CCCCC1
  43 | 1 | . | 5 | -1 | -1.8 | . | -6 | -2 | .
18. O=C(c1ccc(N2CCOCC2)cc1[N+](=O)[O-])N1CCOCC1
  13 | -3 | -1 | 7 | 1 | 0.0 | -1 | -4 | -2 | -9
19. COc1ccc(Cl)cc1NC(=O)C(=O)NCc1ccncc1
  18 | 4 | -10 | -21 | -6 | 0.0 | -3 | -5 | -4 | 11
20. COC(=O)c1cc(S(=O)(=O)NCc2ccccc2Cl)c[nH]1
  26 | -4 | -16 | 6 | -21 | 0.1 | 0 | 22 | 2 | -9
21. Cc1cccnc1NC(=O)C1CCCN(S(=O)(=O)c2ccc3c(c2)oc(=O)n3C)C1 (stereo unspecified)
  42 | -2 | -5 | 10 | 8 | 0.1 | 2 | -5 | -9 | 6
22. O=S(=O)(NCc1csc(-c2cccnc2)n1)c1cccs1
  20 | -1 | -32 | -24 | 4 | 0.1 | -6 | -24 | -6 | 1
23. CC(NC(=S)Nc1ccc([N+](=O)[O-])cc1)c1ccncc1 (stereo unspecified)
  33 | 21 | -17 | -28 | 0 | 0.0 | 5 | 13 | 7 | 5
24. COC(=O)COc1ccc2c(=O)c(-c3ccccc3OC)coc2c1
  8 | -1 | -14 | -9 | -3 | 0.8 | -2 | 9 | -6 | 0
25. CN1c2cccc3cccc(c23)N(C)C1(C)C
  26 | -7 | -1 | 11 | -19 | 0.0 | 6 | -6 | 2 | 5
26. S=C(NCCc1ccc(Cl)cc1)NC1CC1
  23 | 1 | -33 | -18 | -1 | 0.6 | 0 | 8 | 11 | 0
27. Cc1ccccc1C(=O)Nc1ccc(N2CCOCC2)nc1
  6 | 1 | -34 | -49 | 3 | 0.7 | 1 | 11 | 13 | -1
28. Cc1ccc(NCC(=O)Nc2c(C)n(C)n(-c3ccccc3)c2=O)cc1S(=O)(=O)N(C)C
  6 | -5 | -8 | 1 | 12 | -0.7 | -2 | 6 | -2 | -3
29. OCc1cn(-c2ccccc2)nc1-c1ccc2c(c1)OCCO2
  34 | -9 | -83 | -133 | . | 2.8 | -3 | 18 | 18 | 2
30. CCC(C)[C@@H](CN(N=O)[C@@H](Cc1ccccc1)CN(C)N=O)N(CCc1ccccc1)N=O (stereo partly specified)
  37 | 7 | 1 | -2 | -1 | -0.5 | 3 | -4 | 5 | -10
31. Cc1cccc(C)c1Nc1nc2ccccc2o1
  6 | -1 | 18 | 8 | -5 | 0.1 | -2 | 3 | 2 | -4
32. O=C(CN1C(=O)COc2ccccc21)NCCN1CCCC1
  3 | -1 | 0 | -8 | 1 | -0.2 | 1 | -5 | 2 | 1
33. Cc1cccc(-c2nnc(SCc3nc4ccccc4[nH]3)n2Cc2ccco2)c1
  -3 | -2 | -15 | 32 | -3 | -0.3 | 0 | 7 | -6 | 3
34. CC(C)Nc1ncnc2c1nnn2Cc1ccccc1
  11 | 2 | -18 | -6 | 2 | 0.3 | -3 | 0 | -9 | 0
35. COc1ccc(S(=O)(=O)Cc2ccc(C(=O)NCc3ccccc3OC)o2)cc1
  . | 0 | -15 | 4 | 27 | -0.4 | -3 | -10 | 6 | -11
36. Fc1ccc(-c2nnc(-n3nnc4ccccc43)c3ccccc23)cc1
  20 | -13 | 5 | 5 | -2 | -0.2 | 1 | 5 | -1 | -3
37. COc1cc(C(=O)NCc2ccccc2)cc(Br)c1OC
  30 | 13 | -6 | 21 | 9 | -0.1 | -1 | 4 | 3 | -1
38. CCCCN(C)CCNC(=O)c1cc2c(=O)[nH]c3ccccc3c2n1C
  -3 | -6 | -7 | -14 | 2 | 0.2 | 2 | -3 | 0 | 3
39. COc1ccc(Cc2nc3ccc(C(=O)N(C)CCc4cnn(C)c4)cc3o2)cc1OC
  12 | 1 | -31 | -5 | -5 | 0.2 | 2 | -3 | -3 | 5
40. CN1C(=O)/C(=C\c2cc(N=Nc3ccccc3)ccc2O)SC1=S
  12 | 83* | 5 | 24 | 7 | -0.2 | 1 | 20 | -4 | 7
41. CCOC(=O)c1c(C)n(O)c2ccc(Cl)cc2c1=O
  24 | -8 | -21 | -6 | -5 | 0.1 | 6 | 4 | -4 | -7
42. O=C(Cc1ccccc1)NCc1ccccn1
  11 | -5 | -9 | -6 | -2 | -0.7 | 0 | -6 | -1 | 0
43. CCc1ccc(NC(=O)CSc2nc3[nH]ncc3c(=O)[nH]2)cc1
  38 | 13 | -15 | 8 | -2 | -0.1 | -2 | 2 | -5 | -3
44. CN(C)CCN(Cc1ccco1)C(=O)c1cc2c(Cl)nc3ccccc3c2s1
  14 | 7 | -12 | 11 | 1 | -0.1 | 0 | 16 | 3 | 5
45. CN1C(=O)/C(=C\c2ccc(-c3ccccc3)o2)SC1=S
  20 | 7 | -10 | -59 | -5 | -0.2 | 5 | 12 | 7 | 6
46. COc1cc(CN2CCN(c3cc(C)ccc3C)CC2)cc([N+](=O)[O-])c1O
  13 | 2 | -17 | 23 | 4 | -0.6 | 2 | 7 | -3 | -4
47. Cc1ccc(NS(=O)(=O)c2ccc(Cl)s2)cc1S(=O)(=O)N(C)C
  14 | -1 | -3 | 7 | 17 | -0.3 | 0 | 5 | 1 | 2
48. COc1ccc(Nc2nc(NCC3CCCO3)c3ccccc3n2)c(OC)c1 (stereo unspecified)
  8 | -9 | -12 | 10 | 3 | 0.1 | -3 | 18 | 5 | 1
49. CN(C)c1ccc(NC(=O)COC(=O)Cn2nnc3ccccc32)cc1
  -4 | 1 | -4 | 13 | 7 | -0.2 | -1 | -5 | -14 | 3
50. CCOC(=O)c1cc2sc(C)cc2n1CC(=O)N(CC)CC
  46 | 11 | -8 | -10 | -2 | -0.3 | 4 | 9 | -2 | 0
51. O=C(N/N=C/c1cccc(F)c1)c1c(O)c2c([nH]c1=O)CCCC2
  29 | -1 | -72 | -137 | 19 | 3.1 | -1 | -5 | 1 | 8
52. CCN1CCN(Cc2c(O)c(Cl)cc3c(C)cc(=O)oc23)CC1
  8 | 2 | -29 | 3 | 12 | 0.0 | -1 | -12 | -7 | -2
53. O=C1NC(Cc2c[nH]c3ccccc23)C(=O)N1Cc1ccccc1 (stereo unspecified)
  22 | 0 | -24 | 6 | -3 | 1.0 | -1 | -3 | -1 | 2
54. Cc1ccc(COc2ccc3c(c2)OCO3)cc1
  9 | 7 | -117 | -114 | 0 | 3.5 | 3 | 59* | 51 | -5
55. O=C(O)CCCNc1n[nH]c(=O)[nH]c1=O
  16 | -2 | -5 | 18 | 0 | 0.1 | -1 | -8 | -6 | -1
56. CC(C)(C)OC(=O)NOCC(=O)N(CC(=O)c1ccccc1)Cc1ccccc1
  13 | 5 | . | -13 | 2 | -2.0 | . | -1 | 6 | .
57. N#Cc1cncc(-c2ccc3c(c2)OCCOCCOCCOCCOCCO3)n1
  21 | 8 | -2 | -6 | -4 | 0.4 | 0 | -6 | -9 | 2
58. Cc1ccc(C(=O)Nc2oc(-c3ccccc3)cc2C#N)cc1
  20 | -1 | -15 | -35 | 9 | 0.4 | 5 | 1 | -15 | -2
59. Cc1ccc(C(=O)N2CCC(C)CC2)cc1C
  30 | -7 | -47 | -27 | 1 | 0.9 | 3 | 22 | -4 | -5
60. O=C(O)CCC(=O)N1CCc2cc(S(=O)(=O)N3CCN(c4ccc(F)cc4)CC3)ccc21
  45 | -5 | -14 | 4 | 42 | -0.2 | 0 | 1 | -3 | 0
61. CCOC(=O)C1CCCN(c2c(C(=O)c3ccccc3)cnc3ccc(OC)cc23)C1 (stereo unspecified)
  32 | 14 | -12 | 20 | -1 | -0.2 | 0 | -4 | 7 | -1
62. CCOC(=O)N1CCC(NC(=O)c2ccc3c(=O)n4c(nc3c2)CCCC4)CC1
  40 | -6 | -7 | 16 | -2 | 0.4 | -2 | -7 | 4 | 3
